# PTHR1 ag: qHTS for PTHR1 Agonists: Primary Screen. Parathyroid hormone/parathyroid hormone-related peptide receptor (Homo sapiens), Q03431. HEK293 GP2 PTHR1 cells, GloSensor cAMP luminescence, 1 h. Potency, µM (highest dose often 115 µM), for the others: at the highest dose activation, most hits filed as activators. hit rate 0.075% among 410,000; further: nearly all actives have a fitted effect of over 55% in size; some results filed as inactive show a strong effect at the top dose; inactives centre near -15; many of its hits are not listed in these tables
# Target sequence (Q03431 whole entry, looked up): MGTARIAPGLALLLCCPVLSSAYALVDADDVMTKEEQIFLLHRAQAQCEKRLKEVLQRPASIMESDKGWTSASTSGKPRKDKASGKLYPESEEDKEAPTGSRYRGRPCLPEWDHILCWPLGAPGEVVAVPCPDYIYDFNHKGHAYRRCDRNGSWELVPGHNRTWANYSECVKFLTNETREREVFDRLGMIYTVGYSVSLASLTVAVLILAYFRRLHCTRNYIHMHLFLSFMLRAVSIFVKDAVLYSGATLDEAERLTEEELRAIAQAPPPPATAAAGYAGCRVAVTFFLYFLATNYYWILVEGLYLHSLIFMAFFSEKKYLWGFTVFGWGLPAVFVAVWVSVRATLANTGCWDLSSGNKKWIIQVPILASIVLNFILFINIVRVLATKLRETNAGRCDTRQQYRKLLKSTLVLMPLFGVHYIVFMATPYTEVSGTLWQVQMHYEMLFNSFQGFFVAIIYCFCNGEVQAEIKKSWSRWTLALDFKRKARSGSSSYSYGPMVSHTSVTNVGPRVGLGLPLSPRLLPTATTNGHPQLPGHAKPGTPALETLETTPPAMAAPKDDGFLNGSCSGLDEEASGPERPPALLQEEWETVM
#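 HEK-293-derived GP2 cells expressing PTHR1 and a GloSensor cAMP reporter, 3,000/well, plated overnight, given luciferin plus IBMX (each 0.5 mM as added) for 1 h at 37 °C, then compound for 1 h at 37 °C. Luminescence was read after 15 min at room temperature.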
# TDP-43 yeast inh: qHTS of TDP-43 Inhibitors; TDP-43 expressing yeast growth rescue, BacTiter-Glo, 24 h; Potency, µM (titrated, usually from 46.1 µM), for the others: at the top dose growth rescue (activation), most hits filed as activators; hit rate 1.8% among 410,000; AID 652104, 2013; further: % of control where 0% means no effect; nearly all actives have a fitted effect of over 50% in size
#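 Yeast expressing TDP-43 (pregrown in raffinose, seeded at OD600=0.02 in galactose medium) exposed to compounds 24 hr at 30 deg C. Growth read by BacTiter-Glo luminescence; rescue of toxicity appears as increased signal.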
# FUS suppressor: qHTS for Suppressors of FUS Proteinopathy: Primary screen using FUS-linked yeast assay; AID 1347120, 2019; hit rate 0.24% among 390,000; S. cerevisiae FUS-expressing, growth rescue, OD600, 24 h; Potency, µM (highest dose often 76.6 µM), inactives show top-dose growth rescue (activation), hits mostly activators;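 further: plate controls were DMSO vehicle for no effect and reference control for full effect; nearly all actives have a fitted effect of over 55% in size; some results filed as inactive show a strong effect at the top dose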
#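 Yeast FUS proteinopathy model; galactose-induced FUS (2%), starting OD 0.005. Cpds in dilution series, 24hr, 30C, 99% humidity. Abs 600 nm growth. Pos ctrl CP55940 (top 92uM final); neg ctrl DMSO.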
# Active calls of the source: *; i = inactive; ? = inconclusive; [ ] = remark or other dose. The call rests on the fitted dose curve; in most records, active means well fitted curve in the direction sought with a large enough effect; inconclusive means small, poorly fitted or top-dose-only effect, or another doubt; inactive means no such curve, though single readings can be large; an effect the other way counts as inactive or inconclusive. Potency means the concentration at half of the fitted maximal effect.
# Each structure is followed by: PTHR1 ag | TDP-43 yeast inh | FUS suppressor
CCN(C(=O)CSc1ncc2c(n1)-c1cc(Cl)ccc1N(Cc1ccccc1)S2(=O)=O)c1cccc(C)c1
    i | ? | 4%
Cc1ccc2nc(N3CCC(C(=O)N4CCN(c5cccc(C)c5C)CC4)CC3)[nH]c2c1
    -23% | 13% | 22%
Cc1cccc(CNC(=O)C2CCN(c3nc4ccc(Cl)cc4[nH]3)CC2)c1
    -16% | 17% | 3%
CN(C1CCCCC1)S(=O)(=O)c1ccc2c(c1)c(=O)c(C(=O)NCCc1ccccc1)cn2C
    i | 2% | 10%
CCC(C)NC(=O)c1cn(CC)c2ccc(S(=O)(=O)N3CCc4ccccc4C3)cc2c1=O (stereo not drawn)
    -42%[inhibitor] | 0% | 18%
Cc1ccc(N2CC(c3nc(-c4ccc(Cl)cc4)no3)CC2=O)cc1F (stereo not drawn)
    -1% | 11% | -33%
CCOc1cc(C(=O)NCCc2csc3nc(-c4ccc(C)cc4)nn23)cc(OCC)c1OCC
    i | ? | 15%
CCOC(=O)c1c(C)oc2nc(C)nc(NCC3CCN(Cc4cc(C)ccc4C)CC3)c12
    -2% | 4% | 15%
Cc1ccc2c(=O)c(C(=O)c3ccc(F)cc3)cn(CC(=O)NC3CCCCC3)c2n1
    -21% | 5% | -7%
CCN(C(=O)Cc1nc(-c2ccc(OC)cc2)no1)c1cccc(Cl)c1
    -50%[inhibitor] | ? | 26%
COc1cc(C(=O)CC2(O)C(=O)N(Cc3ccccc3Cl)c3ccccc32)cc(OC)c1OC (stereo not drawn)
    -53%[inhibitor] | 1% | 18%
O=C(NCCS(=O)(=O)N1CCN(c2ccc(F)cc2)CC1)c1cccc(C(F)(F)F)c1
    -12% | 10µM* | 12%
CC1=C(C(=O)N2CCN(c3ccc(Cl)cc3)CC2)C2(CCC(C)CC2)OC1=O (stereo not drawn)
    -73%[inhibitor] | 26% | 4%
Cc1cc(C)c(OCC(=O)N(Cc2ccc(N(C)C)cc2)Cc2ccco2)c(C)c1
    -44%[inhibitor] | -12% | 24%
CC(=O)N1CCc2cc(CNS(=O)(=O)c3cccs3)ccc21
    i | 18% | 1%
Cc1ccc(Cl)cc1NC(=O)CCC(=O)N1CC(C)Sc2ccccc21 (stereo not drawn)
    -13% | 25µM* | 44%
CSc1ncc(Cl)c(C(=O)N(Cc2ccccc2Cl)C2CCS(=O)(=O)C2)n1 (stereo not drawn)
    i | -1% | 8%
CCOc1ccc2nc(N3CCN(C(=O)C(C)C)CC3)sc2c1
    -6% | ? | 27%
Cc1cc(C)cc(NC(=O)COc2cccc3c(=O)n(C)ccc23)c1
    -19% | ? | 22%
COc1cc(C(=O)Nc2nnc(CC(C)(C)C)s2)cc(OC)c1OC
    i | -6% | ?

# Going on with the list.
# Each structure is followed by: PTHR1 ag | TDP-43 yeast inh | FUS suppressor
Cn1c(=O)c2c(SCC(=O)N3CCc4ccccc43)nc(-c3cccc(F)c3)nc2n(C)c1=O
    8% | 10%[9.22 µM] | -4%
CCOc1cc2c(cc1OCC)C(CC(=O)O)N(C(=O)Nc1ccc(Br)c(C)c1)CC2 (stereo not drawn)
    i | 10% | 0%
O=S(=O)(c1ccc(-c2csc(=Nc3ccc(F)cc3)n2CCCCCCO)cc1)N1CCCC1
    -23% | 20% | ?
COc1ccc(NC(=O)C(=O)NCC(c2cccnc2)N2CCc3ccccc3C2)cc1 (stereo not drawn)
    -28% | 24% | -4%
CC(C)CCNC(=O)Nc1ccc2c(c1)N(C)C(=O)c1ccccc1S2
    i | 20% | ?
Cc1c(Cl)cccc1NC(=O)NCc1c(-n2cccc2)sc2c1CCCC2
    -13% | 14%[9.22 µM] | -19%
O=C(CN1C(=O)CCSc2ccc(S(=O)(=O)N3CCCC3)cc21)Nc1cccc(F)c1
    -36%[inhibitor] | 16% | -3%
CCc1ccc(C(=O)c2cn(CC(=O)Nc3cccc(OC)c3)c3ccc(OC)cc3c2=O)cc1
    i | 0% | 18%
Cc1cccc(N2CCN(C(=O)Cn3ncc4c5ccccc5n(C)c4c3=O)CC2)c1C
    -21% | 0% | -21%
CCOC(=O)c1cccc(NC(=O)c2cc(CN3CCOCC3)on2)c1
    i | 6% | -15%
CCc1ccc(NC(=O)C2CCN(c3nc(-c4ccc(OC)cc4)no3)CC2)cc1
    i | ? | -1%
Fc1ccccc1-n1ncc2c1ncn1nc(-c3ccccc3Cl)nc21
    -24% | ? | -17%
CCOC(=O)C1(C)C=C(Nc2ccc(C(N)=O)cc2)C(=O)N1c1ccccc1 (stereo not drawn)
    i | -1% | -14%
Fc1ccc(C2=CC(c3ccc(F)cc3)n3c(nc4ccccc43)N2)cc1 (stereo not drawn)
    -23% | 22µM* | 4%
CCOC(=O)c1cccc(NC(=O)C2CCN(c3nnc(C)c4c(C)n(-c5ccccc5)nc34)CC2)c1
    -6% | -17% | 16%
Cc1cc(C)c(NC(=O)CSc2nnc3[nH]c(=O)cc(C)n23)c(C)c1
    -8% | 16% | 12%
O=C(Nc1ccc(F)cc1)c1ncn(-c2ccccc2)n1
    -62%[inhibitor] | 12% | 6%
Cc1ccccc1CN1CCC(CNC(=O)c2cc3ccc4cccnc4c3[nH]2)CC1
    -7% | ? | -12%
COc1ccc(-c2nc3sc(CCNC(=O)C(=O)Nc4ccc(C)c(F)c4)c(C)n3n2)cc1
    -17% | ? | -10%
O=C(Cn1nc(-c2ccc(Cl)cc2)c2ccccc2c1=O)Nc1cccc(Br)c1
    -24% | 24% | -19%

# More structures
# Each structure is followed by: PTHR1 ag | TDP-43 yeast inh | FUS suppressor
O=C(NCc1cccs1)c1ccc(CSc2nc3ccncc3n2Cc2ccccc2)cc1
    -24% | 7% | 24%
COc1cc(OC)c(NC(=O)Cn2nc(C)n3cccc3c2=O)cc1Cl
    -7% | 15% | 3%
COC(=O)c1ccccc1NC(=O)c1ccc(-c2nc(COc3ccccc3)c(C)o2)cc1
    i | 8% | -9%
COc1ccc(OC)c(NC(=O)CN2CCCN(Cc3cc(C)ccc3C)S2(=O)=O)c1
    i | 16% | 4%
O=C(Nc1cc(Cl)cc(Cl)c1)c1ccc(F)c(S(=O)(=O)NC2CCCC2)c1
    -31%[inhibitor] | 11% | 30%
CCC(CC)C(=O)Nc1ccc2nc(SCC(=O)N3CCc4ccccc43)sc2c1
    -28% | -14% | ?
CCCCn1c(SCC(=O)c2ccccc2)nc2c(sc3ccccc32)c1=O
    i | 21% | -8%
COc1ccc(CNC(=O)c2ccc(N3CCCC3)c(NC(=O)NCc3ccc(C)cc3)c2)cc1
    -29% | 17% | 23%
Cc1ccc(-c2cn3cccc(C)c3n2)cc1NS(=O)(=O)c1ccccc1
    -14% | -8% | 33%
Cc1cc(NC(=O)n2ncc3c(C)cccc32)ccc1Br
    -27% | 22%[9.22 µM] | -20%
COc1cccc(-n2cc(C(=O)Nc3cccc(C(F)(F)F)c3)c3ccccc3c2=O)c1
    i | 21% | 11%
Cc1ccccc1CNC(=O)C(=O)NCC(c1ccco1)S(=O)(=O)c1cccs1 (stereo not drawn)
    5% | 0% | -16%
Cc1c(Cl)cccc1NC(=O)CSc1ncccc1C(=O)Oc1ccccc1Cl
    i | 20% | 11%
Cc1ccccc1OCC(=O)Nc1nnc(SCc2cc(=O)n3cc(Cl)ccc3n2)s1
    -63%[inhibitor] | 16% | -12%
CN(C)c1ccc(CNC(=O)C(Cc2ccccc2)NS(=O)(=O)c2ccc3c(c2)oc(=O)n3C)cc1 (stereo not drawn)
    -35%[inhibitor] | 15% | 24%
Cc1cc(S(=O)(=O)Nc2cc3c(cc2N2CCOCC2)n(C)c(=O)n3C)ccc1F
    -35%[inhibitor] | 7% | 18%
O=c1c2c3c(sc2n(Cc2ccccc2F)c(=O)n1-c1ccc(Cl)cc1)CCCC3
    -26% | 19% | -12%
COc1ccc(CCNc2ncnc3c2cnn3-c2ccc(C)c(Cl)c2)cc1
    -8% | 17% | 21%
COc1ccc(-n2c3c(cc(-c4nc(-c5ccc(Cl)cc5)cs4)c2=O)C(=O)CC(C)(C)C3)cc1
    ? | 8% | -9%
Cc1noc(NS(=O)(=O)c2ccc(NC(=O)c3ccc(Br)cc3)cc2)c1C
    i | 8% | -1%

# New compounds follow
# Each structure is followed by: PTHR1 ag | TDP-43 yeast inh | FUS suppressor
COc1cc(NC(=O)CN(c2ccc(C)cc2)S(=O)(=O)c2cccc3nonc23)cc(OC)c1
    ? | -1% | -3%
O=C(Nc1c(C(=O)O)oc2ccccc12)c1ccc(C(F)(F)F)cc1
    -10% | 6% | 0%
Cc1ccccc1Cn1c(SCc2ccc(C(=O)NC(C)c3ccccc3)cc2)nc2ccncc21 (stereo not drawn)
    i | 1% | 15%
COc1ccccc1NC(=O)c1sc2nc3n(c(=O)c2c1C)N=C(c1cccc(Br)c1)CS3
    -24% | ? | -3%
COCCCNC(=O)Cn1cnc2sc(C)c(S(=O)(=O)N3CCC(C)CC3)c2c1=O
    i | 3% | -25%
Cc1ccc(C(=O)Nc2ccc(OCc3cc(=O)n4c(C)csc4n3)cc2)cc1
    -37%[inhibitor] | 13% | -34%
COc1cc(NC(=O)c2cc(-c3ccc(Cl)c(Cl)c3)on2)cc(OC)c1OC
    i | 25% | 5%
CCOc1ccc(CCNC(=O)Cn2nc(CC)n3c(cc4c(OC)cccc43)c2=O)cc1OCC
    i | 0% | -4%
COc1ccc(-c2nc3sc(CCNC(=O)C(C)(C)C)c(C)n3n2)cc1
    i | 3% | 12%
CCOC(=O)c1cccc(NC(=O)N2CC=C(c3c[nH]c4ccccc34)CC2)c1
    -12% | 4% | 25%
O=C(CN1C(=O)c2ccccc2Sc2ccc(C(=O)N3CCOCC3)cc21)Nc1ccc(Cl)cc1F
    6% | 25% | 4%
Cc1ccc(CN2CCC(CNC(=O)c3cc4ccc5cccnc5c4[nH]3)CC2)cc1
    -26% | -1% | -13%
CCOc1ccc(C2c3c(-c4ccccc4O)n[nH]c3C(=O)N2Cc2cccnc2)cc1OC (stereo not drawn)
    i | -1% | 10%
CCOC(=O)c1cc2c(=O)n3ccccc3nc2n(Cc2ccco2)c1=NC(=O)c1cccc(C)c1
    i | 10% | 32%
CCCc1cc(=O)oc2cc(C)c3c(-c4ccccc4)coc3c12
    -56%[inhibitor] | 21% | -3%
CCCc1cc(=O)[nH]c(SCc2nc(-c3ccc(C)cc3)no2)n1
    17% | -20% | -2%
COc1ccc(-c2c3c(=O)n(C)c(=O)n(C)c3cn2-c2cccc(N)c2)cc1
    i | 0%[9.22 µM] | ?
Cc1ccc(Cl)cc1-n1c(SCC(=O)NCc2ccccc2)nc2n[nH]c(C)c2c1=N
    -85%[inhibitor] | 13% | -1%
Cc1cc(C)cc(NS(=O)(=O)c2ccc(N3CCCCS3(=O)=O)cc2)c1
    -32%[inhibitor] | 14%[9.22 µM] | 12%
Cc1cc(=O)n(Cc2ccccc2)c2c1c(C)nn2C
    i | ? | -16%

# Carrying on:
# Each structure is followed by: PTHR1 ag | TDP-43 yeast inh | FUS suppressor
COc1ccc(OC)c(NC(=O)Cn2ccc3ccccc3c2=O)c1
    -3% | 10% | 11%
COc1ccc(Cn2c(=O)c3oc4ccccc4c3n(Cc3ccc(F)cc3)c2=O)cc1
    -15% | 2% | 9%
CN(C(=O)C(=O)Nc1ccc2nc3n(c(=O)c2c1)CCCCC3)c1cccc(C(F)(F)F)c1
    -21% | ? | 17%
CC(C)(C)NC(=O)C1CCN(c2nc3ccccc3nc2C(F)(F)F)CC1
    i | 5% | -5%
CCOc1ccc(NC(=O)CSc2nnc(-c3ccc(C)cc3)c(-c3ccc(C)cc3)n2)cc1
    -23% | 6% | 18%
Cc1cc(C)c(Cn2c3ccccc3c3cnn(CC(=O)NCC(C)c4ccccc4)c(=O)c32)c(C)c1 (stereo not drawn)
    i | 0%[9.22 µM] | -3%
COc1ccc(-n2nc(C(=O)N3CCN(c4cccc(C)c4C)CC3)c3c4ccccc4n(C)c3c2=O)cc1
    2% | -6% | -12%
Cc1nn(S(=O)(=O)c2ccc(C(C)C)cc2)c(C)c1S(=O)(=O)N1CCCCCC1
    i | 14% | 6%
CCOC(=O)C1CCN(c2c(C(=O)c3ccc(OC)cc3)cnc3ccccc23)CC1
    i | -2% | 6%
Cc1ccc(N2CCN(C(=O)c3c(C)oc4nc(C)nc(N5CCCC5)c34)CC2)c(C)c1
    -13% | 25µM* | 6%

# Entries of single compounds as entered above. Values in the order: PTHR1 ag, TDP-43 yeast inh, FUS suppressor
# COc1cc(C(=O)CC2(O)C(=O)N(Cc3ccccc3Cl)c3ccccc32)cc(OC)c1OC (stereo not drawn) as listed: -53%[inhibitor], 1%, 18%
# CCOC(=O)c1c(C)oc2nc(C)nc(NCC3CCN(Cc4cc(C)ccc4C)CC3)c12 as listed: -2%, 4%, 15%

# These rows are one share of the data; rates above refer to the full screens.
